PfGluPho inh: PfG6PD (Plasmodium falciparum) enzyme inhibition. PfGluPho enzyme, NADPH resazurin-diaphorase fluorescence. inhibition, % at 20 µM. 0.78% of 350,000 active. AID 504690;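 active means inhibition reaching at least a set limit at 20 µM in the primary screen, cut at about 59% in these data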;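 further: 0% = DMSO wells with substrate and 100% = DMSO wells lacking glucose-6-phosphate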
NR3A LBD binder: modulators (binders) of human NR3A ligand-binding domain; NR3A LBD differential scanning fluorimetry, Tm shift; 0% = protein alone, 100% = glycine-bound protein; Tm shift relative to glycine control, % at 25 µM; 2.5% of 340,000 active;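 active means melting temperature shift of at least 10% of the positive control shift, at one fixed dose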
SENP8 inh: blocks human SENP8 cleavage of Nedd8 substrate; Q96LD8; recombinant SENP8, Nedd8 substrate fluorescence; inhibition, % at 20 µM; 0.64% of 360,000 active; AID 602440; in the data active means inhibition mostly above about 40%, no sharp cut-off; inactive means mostly below about 27%
MPTP block: inhibitors of mitochondrial permeability transition pore; isolated mouse mitochondria, Ca2+ swelling absorbance, 30 min; inhibition, % at 10 µM; AID 602449; 1.4% of 360,000 active;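 active means inhibition of 50% or more, scaled per plate between neutral and stimulator controls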;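 further: 0% = DMSO wells given calcium and 100% = 1 mM EGTA wells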
SENP6 block: blocks the human protease SENP6; Q9GZR1; Recombinant SENP6 catalytic domain, aminoluciferin luminescence; inhibition, % at 10 µM; 1.8% of 330,000 active;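 active means inhibition above about 50% at the single tested dose, limit read from the data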;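 further: plate controls were DMSO wells with enzyme for no effect and DMSO wells lacking enzyme for full effect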
Target sequence (Q9GZR1 628-1112 limits assumed): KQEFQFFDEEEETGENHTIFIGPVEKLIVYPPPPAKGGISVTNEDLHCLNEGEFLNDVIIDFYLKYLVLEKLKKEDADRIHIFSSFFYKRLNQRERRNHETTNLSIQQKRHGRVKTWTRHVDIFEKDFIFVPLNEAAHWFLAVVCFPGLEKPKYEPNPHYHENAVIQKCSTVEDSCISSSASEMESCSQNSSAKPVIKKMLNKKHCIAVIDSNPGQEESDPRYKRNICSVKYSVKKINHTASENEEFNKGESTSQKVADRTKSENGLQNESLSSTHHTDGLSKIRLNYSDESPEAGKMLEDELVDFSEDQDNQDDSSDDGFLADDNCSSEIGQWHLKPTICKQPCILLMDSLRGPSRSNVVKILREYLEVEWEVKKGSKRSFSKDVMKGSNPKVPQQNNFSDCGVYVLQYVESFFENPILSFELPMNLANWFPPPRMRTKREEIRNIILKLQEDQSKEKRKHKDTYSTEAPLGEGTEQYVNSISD
HKDC1 inh: inhibitors of human hexokinase HKDC1; recombinant HKDC1, G6PDH/diaphorase resazurin coupled fluorescence; inhibition, % at 20 µM; 0.16% of 340,000 active; AID 493160;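 active means inhibition above about 35% when tested at 20 µM, limit read from the data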;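 further: plate controls were DMSO wells with enzyme for no effect and DMSO wells lacking enzyme for full effect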
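Assay system – recombinant HKDC1 (HK5) hexokinase enzyme, produced in-house · Input – HKDC1 at 5 µg/mL · Reagent – glucose plus 1 mM ATP as hexokinase substrates · Timing – 90 min reaction incubation at room temperature, dark · Measured by – G6PDH/diaphorase-coupled fluorescence, 1 mM NADP, 100 µM resazurin, 525/613 nm · Benchmarks – DMSO-enzyme wells negative, buffer-substituted wells positive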
SENP7 block: blocks the human protease SENP7. Q9BQF6. recombinant SENP7, Z-RLRGG-aminoluciferin luminescence, 40 min. inhibition, % at 5 µM. 1.5% of 330,000 active. AID 434973;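 active means inhibition above about 50% at the single test dose, limit read from the data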;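 further: plate controls were DMSO with enzyme for no effect and no enzyme buffer wells for full effect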
Target sequence (Q9BQF6 706-1050 limits assumed): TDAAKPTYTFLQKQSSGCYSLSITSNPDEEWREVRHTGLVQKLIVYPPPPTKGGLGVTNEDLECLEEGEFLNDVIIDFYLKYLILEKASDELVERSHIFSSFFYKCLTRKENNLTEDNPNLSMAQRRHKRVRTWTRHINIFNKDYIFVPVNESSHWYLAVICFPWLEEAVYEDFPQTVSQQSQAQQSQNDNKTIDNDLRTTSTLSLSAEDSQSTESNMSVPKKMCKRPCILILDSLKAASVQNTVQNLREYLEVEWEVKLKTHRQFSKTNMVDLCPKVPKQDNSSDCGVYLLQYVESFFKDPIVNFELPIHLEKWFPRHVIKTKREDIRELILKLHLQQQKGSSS
ATG4B inh: blocks human ATG4B protease cleavage of LC3 substrate | Q9Y4P1 | ATG4B cleavage of LC3-PLA2, NBD-HPC fluorescence, 1 h | inhibition, % at 8.33 µM | 0.51% of 340,000 active; in the data active means inhibition above about 40%
Numbers without * were called inactive; x = no result given.

SMILES	PfGluPho inh	NR3A LBD binder	SENP8 inh	MPTP block	SENP6 block	HKDC1 inh	SENP7 block	ATG4B inh
COc1ccc(C(C)=O)c(Oc2cc(NN3CCCCC3)c([N+](=O)[O-])cc2[N+](=O)[O-])c1	-27	-1	18	-0.5	-16	4	-11	-9
CC(C)Cn1c(S(=O)(=O)O)nc2ccccc21	11	1	14	2.3	-6	-4	4	2
COc1cc(CNC[C@H]2O[C@@H](n3cnc(C(N)=O)n3)[C@H](O)[C@@H]2O)ccc1OCc1cccc(Cl)c1	-4	-1	16	-3.7	x	6	x	0
O=C(Cn1cc(C(=O)c2ccco2)c2ccccc21)NCc1ccco1	1	-1	-74	0.7	-5	6	2	-11
CCC1Oc2ccccc2N(CC(=O)NCCCN2CCCCC2C)C1=O (stereo not drawn)	-2	-2	9	-0.5	-14	-4	-10	-1
COc1ccc(C(CNC(=O)c2cc(C)oc2C)N2CCOCC2)cc1 (stereo not drawn)	0	-2	2	-0.1	2	-5	-11	1
NCC(O)CN1CCN(Cc2ccccc2)CC1 (stereo not drawn)	-6	-2	6	0.5	0	-6	2	2
CCn1c(O)c(N=Nc2ccc(Cl)c(C(=O)O)c2)c2ccccc21	-28	0	24	2.5	-5	6	-4	5
CN(C)CCCN=Cc1c(O)n(Cc2ccccc2)c(=O)c2ccccc12	9	1	-47	0.0	-3	-2	-1	0
COc1ccc(S(=O)(=O)Nc2cccc(-c3ccc4nncn4n3)c2)cc1F	-5	1	9	1.9	-8	-1	-2	-3
O=C(Nc1ccc2c(c1)OCO2)C1CCCN1C(=O)Nc1ccccc1 (stereo not drawn)	4	0	-2	-0.3	-22	-4	5	3
CCc1ccc(NC(=O)CCCNC(=O)Cn2cnc3sc(C)c(C)c3c2=O)cc1	12	-3	8	0.4	0	-6	1	0
COc1ccc(NC(=O)CN(C)CC(=O)Nc2cccc(F)c2)cc1Cl	2	-7	17	-10	-9	0	-10	3
CNc1nc(CCN2C(=O)c3ccccc3C2=O)cs1	-12	-1	18	0.0	-4	-3	-2	1
CCOc1ccc(Nc2ccc(N)c(S(=O)(=O)O)c2)cc1	49	-1	-387	3.2	x	10	x	18
Cc1cccc(Cn2c(C(C)(C)C)cc3cccnc32)c1	-5	-1	-34	0.3	-9	-4	0	10
CC(C)(C)SCCNC(=O)CSCc1ccc([N+](=O)[O-])cc1	-1	2	22	0.9	-4	-7	-4	-1
CC(C)c1ccc(NC(=S)NCc2cccs2)cc1	9	-12	14	41	-13	-1	-1	11
O=C(CN1CCN(c2cccc(C(F)(F)F)c2)CC1)NCc1ccccc1	-17	2	4	-0.1	12	-5	-4	1
O=C1NCCN/C1=C\C(=O)c1ccc(F)cc1	-10	1	7	-4.0	5	-6	-9	-8
O=C(O)c1ccc(C2(c3ccc(C(=O)O)cc3)OC(=O)c3ccccc32)cc1	-32	2	-32	-1.5	-6	-1	11	8
Cc1ccc(NC(=O)COC(=O)c2cc(-c3cccs3)nn2-c2ccccc2)cc1[N+](=O)[O-]	3	-8	8	0.7	-2	-4	3	-5
C=C1CCC2[C@](C)(CO[C@@H]3O[C@H](CO)[C@@H](O)[C@H](O)[C@H]3O)CCC[C@@]2(C)[C@@H]1CCC1=CCOC1=O (stereo partly drawn)	-1	-2	10	-2.1	-4	-2	10	-9
CCC(C)(C)NC(=O)c1cc([N+](=O)[O-])ccc1N1CCCCC1	9	0	2	1.4	-16	-17	-2	-2
Cc1c(C(=O)O)cc(C(C)(C)C)n1CCSCCO	-5	-1	29	0.4	-8	-4	3	-4
O=C(CN(c1cccc(Cl)c1)S(=O)(=O)c1ccccc1)NN=C1CCCC1	-1	1	8	0.3	5	-6	13	-4
Cc1csc(SCC(=O)Nc2cccc(S(=O)(=O)N3CCOCC3)c2)n1	-3	-2	16	1.0	7	-6	0	-10
COc1ccc(-c2nc(CCNS(=O)(=O)c3ccc4c(c3)OCCO4)cs2)cc1	8	-9	-30	1.2	-20	0	0	-7
COC(=O)c1ccccc1NC(=O)c1ccccc1N(C)S(C)(=O)=O	14	2	24	-3.2	-3	-6	-8	-1
CCCN(CC(=O)Nc1ccccc1C)C(=O)c1ccc(N2CCCCCC2)c([N+](=O)[O-])c1	18	-3	11	-1.8	-6	4	4	2

Single records, as listed above. Order of screens: PfGluPho inh	NR3A LBD binder	SENP8 inh	MPTP block	SENP6 block	HKDC1 inh	SENP7 block	ATG4B inh
CCCN(CC(=O)Nc1ccccc1C)C(=O)c1ccc(N2CCCCCC2)c([N+](=O)[O-])c1 across the screens: 18	-3	11	-1.8	-6	4	4	2
O=C1NCCN/C1=C\C(=O)c1ccc(F)cc1 across the screens: -10	1	7	-4.0	5	-6	-9	-8
CCC(C)(C)NC(=O)c1cc([N+](=O)[O-])ccc1N1CCCCC1 across the screens: 9	0	2	1.4	-16	-17	-2	-2
Cc1ccc(NC(=O)COC(=O)c2cc(-c3cccs3)nn2-c2ccccc2)cc1[N+](=O)[O-] across the screens: 3	-8	8	0.7	-2	-4	3	-5
O=C(O)c1ccc(C2(c3ccc(C(=O)O)cc3)OC(=O)c3ccccc32)cc1 across the screens: -32	2	-32	-1.5	-6	-1	11	8

Later entries
SMILES	PfGluPho inh	NR3A LBD binder	SENP8 inh	MPTP block	SENP6 block	HKDC1 inh	SENP7 block	ATG4B inh
Cc1cc(/C=N/NC(=O)C(=O)N2CCCC2)c(C)n1-c1cccc(Br)c1	3	-2	-10	14	-3	-2	9	-4
Cc1cc(C(=O)Nn2cnnc2)ccc1[N+](=O)[O-]	5	2	17	-1.2	81*	-6	78*	8
C/C(=N\NC(=O)c1cc(-c2cccc([N+](=O)[O-])c2)n[nH]1)c1ccccc1O	-29	26*	16	49	x	1	x	10
Cc1ccc(NC(=O)CCC(=O)NNC(=O)Nc2cccc(Cl)c2)c(C)c1	-3	1	0	0.3	-7	-2	-3	1
COc1ccc(NC(=O)C2CCCN(S(=O)(=O)c3ccc(Cl)cc3)C2)cc1OC (stereo not drawn)	5	0	3	-0.5	6	-2	-14	-4
CCN(C[C@H]1N[C@@](C)(C(=O)OC)[C@H]2C(=O)N(C)C(=O)[C@@H]12)C(=O)Nc1ccc(C(F)(F)F)cc1	1	1	5	-0.8	-4	-4	4	3
COc1cc2c(C(=O)NCc3ccccn3)cn(C)c(=O)c2cc1OC	-5	1	-8	0.0	-2	2	7	-12
O=C(NCC(c1ccco1)N1CCc2ccccc21)c1c(F)cccc1F (stereo not drawn)	18	1	6	-0.6	3	-1	-8	1
COC(=O)C1=C(C)N(CCCC(=O)O)C(=O)NC1c1cc2c(cc1[N+](=O)[O-])OCO2 (stereo not drawn)	17	1	-121	0.3	-10	4	-7	4
CC(C)CN1CCC(=O)N(CCC#N)CC1	-14	0	-4	0.9	-3	-8	3	5
CCOc1ccc(/C=C/C(=O)Nc2ccc3[nH]c(=O)[nH]c3c2)cc1	-13	-9	-2	0.4	-19	4	2	17
CN(C(=O)c1ccc(NC(=O)Cc2cccc(NC(=O)C3CCN(C(=O)C4CCCCC4)CC3)c2)cc1)C1CCCC1	-12	-2	23	-0.4	-5	-3	-4	-13
S=C(NCc1ccccc1)NCc1ccccc1	-5	2	5	0.8	12	9	6	20
Cc1c(-c2ccccc2)n[nH]c1C(=O)NN	-6	0	12	1.8	11	-8	-12	-2
COc1ccc(C(c2c(C)[nH]n(C(N)=S)c2=O)C(C#N)C#N)cc1 (stereo not drawn)	-6	-1	-3	-13	-7	-13	-3	-7

Quoted from the listing:
In SENP7 block, CCOc1ccc(/C=C/C(=O)Nc2ccc3[nH]c(=O)[nH]c3c2)cc1 has the entry 2
In ATG4B inh, CC(C)CN1CCC(=O)N(CCC#N)CC1 has the entry 5

NR3A LBD binder: what is marked active above.
| SMILES | PfGluPho inh | NR3A LBD binder | MPTP block | SENP6 block | HKDC1 inh | SENP7 block | ATG4B inh |
| --- | --- | --- | --- | --- | --- | --- | --- |
| C/C(=N\NC(=O)c1cc(-c2cccc([N+](=O)[O-])c2)n[nH]1)c1ccccc1O | -29 | 26* | 49 | x | 1 | x | 10 |

The list goes on:
SMILES	PfGluPho inh	NR3A LBD binder	SENP8 inh	MPTP block	SENP6 block	HKDC1 inh	SENP7 block	ATG4B inh
CC(C)CCNC(=O)c1ccc2nc[nH]c2c1	-13	-2	23	2.8	3	-9	3	-7
CCCCN(CC(=O)NC1CCCC1)C(=O)C(=O)Nc1ccc2c(c1)OCCO2	-3	-3	-3	-1.7	5	-7	-2	-7
CCOCCc1nnc(N)s1	-6	0	7	1.9	-45	-7	-4	-3
CCCNC(=O)N1CCC(C(=O)c2ccc(F)cc2)CC1	-41	0	13	-1.5	-4	-4	8	1
O=C(Cc1ccc(NC(=O)C2CCN(C(=O)c3ccccc3)CC2)cc1)Nc1ccc(C(=O)N2CCOCC2)cc1	6	0	1	0.0	x	-6	x	-8
Cc1cc(-n2cnc3c(=O)[nH]cnc32)ccc1N	-2	-4	16	-0.7	-18	-7	-3	-2
C=CCN(CC=C)C(=O)C1CCN(S(=O)(=O)c2ccc(N3CCCC3=O)cc2)CC1	2	2	6	-0.8	-8	-1	8	-13
COc1cccc(NC(=O)N2CCCC2)c1	4	-1	16	-0.3	-4	-2	4	-11
Cc1ccc(Cn2c(Cc3ccccc3)nc3ccccc32)cc1	-44	0	26	-0.3	-19	5	-10	25
Cc1ccc(C)c(S(=O)(=O)N2CCN(C(=O)Cn3c(C(F)(F)F)nc4ccccc43)CC2)c1	-8	0	17	-2.4	-9	-6	11	2
COCC(=O)Nc1cc(C)cn(Cc2cccc(C(F)(F)F)c2)c1=O	-18	-1	-177	2.2	-17	3	-2	8
Cc1ccc(NC(=O)CCN2C(=O)NC(C)(C)C2=O)cc1F	16	1	8	-2.2	-11	3	-8	-2
C/C(=N/NS(=O)(=O)c1ccc(Cl)cc1)c1cccc(NC(=O)c2ccc(Cl)cc2Cl)c1	-14	18*	28	-0.2	2	4	-9	-9
Cc1oc(-c2ccccc2F)nc1CN1CCC(C(=O)NCc2ccco2)CC1	2	0	-9	-0.2	-18	8	-9	5
O=C1CN(S(=O)(=O)c2cc(Br)ccc2Br)CCN1	-6	0	10	0.3	-11	-4	-6	1
O=C(Cc1ccccc1)N/N=C/c1ccc2cccc(O)c2n1	-14	-3	-16	-3.4	-18	6	0	-1
c1ccc(NC2=Nc3cccc4cccc2c34)cc1	48	-17	8	-1.0	-36	-1	8	-10
CCOC(=O)N1CCC(NC(=O)c2cc(C(=O)NC3CCN(Cc4ccccc4)CC3)ccc2CO)CC1	-20	4	16	0.3	-13	-8	1	-5
Cc1ccc(NC(=O)CN2CCOCC2)cc1S(=O)(=O)N1CCCCC1	5	2	9	-0.2	-15	-2	-6	3

Screening results deposited in PubChem by Sanford-Burnham Center for Chemical Genomics.
